Screening results as filed in PubChem.
Myeloid diff 2: compounds promoting myeloid differentiation. ER-HoxA9 myeloid progenitors, lysozyme-GFP differentiation, flow cytometry. calls only at 10 µM. 360,000 compounds, 1% hits. AID 624256;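 active = normalized GFP-positive differentiation at or above the plate's own cutoff, the solvent-only control mean plus 3 SD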;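 also: cells exposed to compound for four days before flow analysis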
HIV fusion peptide: inhibitors of HIV fusion peptide binding, primary screen, biochemical, uHTS, fluorescence dequenching (AID 1986) | cell-free peptide binding, fluorescence dequenching, 30 min; higher % means a stronger effect | inhibition, % at 20 µM, or IC50 in µM where a hit was titrated | 290,000 compounds, 0.3% hits; in the data active = inhibition mostly above about 52%, no sharp cut-off; inactive = mostly below about 76%; also: some results filed as inactive read as strong as hits
GPR35 antagonists: inhibition of zaprinast-stimulated GPR35 beta-arrestin translocation – imaging, U2OS, beta-arrestin-GFP, zaprinast agonist, primary screen (AID 2058); U2OS GPR35 beta-arrestin-GFP translocation imaging, zaprinast antagonism; higher % means a stronger effect; one-dose inhibition, % at 10 µM; IC50 in µM for titrated hits; 290,000 compounds, 0.052% hits;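 active = inhibition of at least 50% with at least 30 cells and total cytoplasm GFP at most 10,000,000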
LYP phosphatase: PTPN22 lymphoid phosphatase activity blockers – biochemical, fluorescence intensity, uHTS (AID 1779) | recombinant LYP phosphatase, fluorescence intensity; higher % means a stronger effect | inhibition, % at 11.5 µM, or IC50 in µM where a hit was titrated | 290,000 compounds, 0.054% hits; in the data active = inhibition above about 50%;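 also: plate controls were vehicle with enzyme for no effect and no enzyme for full effect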
NTR1 ag: NTR1-driven beta-arrestin-GFP spot formation – imaging, U2OS cells, high content, primary screen (AID 493036); agonist mode; activation, % at 20 µM; 330,000 compounds, 0.17% hits;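 active = activation at or above 40% of the spot to cytoplasm intensity ratio, with at least 20 cells analyzed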;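 also: 0% = DMSO without peptide and 100% = 100 nM NTR1 peptide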
Target sequence (P30989 whole entry, looked up): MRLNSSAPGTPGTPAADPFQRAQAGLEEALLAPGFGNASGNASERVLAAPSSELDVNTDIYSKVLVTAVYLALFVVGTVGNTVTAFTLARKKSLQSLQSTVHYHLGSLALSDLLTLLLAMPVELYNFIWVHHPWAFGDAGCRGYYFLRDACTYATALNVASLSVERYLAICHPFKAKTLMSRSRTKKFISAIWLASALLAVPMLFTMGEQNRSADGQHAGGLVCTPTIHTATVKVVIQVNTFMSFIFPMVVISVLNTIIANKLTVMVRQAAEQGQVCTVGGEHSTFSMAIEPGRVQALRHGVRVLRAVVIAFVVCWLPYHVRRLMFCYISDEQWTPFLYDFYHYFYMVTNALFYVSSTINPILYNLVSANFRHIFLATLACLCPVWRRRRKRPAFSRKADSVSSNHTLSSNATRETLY
Rac1 GTP hydrolysis: MgcRacGAP GTPase-activating activity inhibitors, confirmation, biochemical, ADP Hunter fluorescence | 340,000 compounds, 0.6% hits | inhibition, % at 30 µM; hits with a dose series show IC50 in µM | MgcRacGAP-stimulated Rac1 GTP hydrolysis, ADP Hunter fluorescence; higher % means a stronger effect; GST-tagged Rac1 F28L mutant substrate | AID 624330;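 active = first-screen hits whose inhibition reached a set limit at any dose in the follow-up dose series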;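 also: fluorescence reports GDP produced by GAP-driven GTP hydrolysis; strong numbers were not always called active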
GPR55 LPI antagonism: GPR55 antagonists blocking LPI-driven arrestin recruitment, primary screen, imaging, U2OS, beta-arrestin-GFP, LPI agonist (AID 2013); U2OS GPR55 beta-arrestin-GFP translocation imaging, LPI antagonism; higher % means a stronger effect; inhibition, % at 10 µM; hits with a dose series show IC50 in µM; 290,000 compounds, 0.13% hits;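 active = spots per cell inhibited over 60%, with over 100 cells counted and total cytoplasm intensity under 500,000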;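 also: U2OS cells stably carrying GPR55 and arrestin-GFP stimulated by 5 µM LPI near EC80; imaged beta-arrestin-GFP aggregate spots per cell after agonist stimulation; plate controls were LPI-stimulated DMSO wells for no effect and DMSO wells without LPI for full effect; some results filed as inactive read as strong as hits; confirmed hits need IC50 under 10 µM and bright autofluorescent wells are also inconclusive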
Salmonella PhoP GFP: inhibitors of PhoP regulon expression, primary screen, Salmonella Typhimurium, GFP reporter (AID 1863); 300,000 compounds, 0.16% hits; inhibition, % at 50 µM, or IC50 in µM where a hit was titrated; S. Typhimurium PhoP-regulated promoter GFP reporter, 4 h; higher % means a stronger effect;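 active = inhibition over 29.93%, a cutoff 3 SD above the screen mean, later confirmed by dose response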;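 also: 0% = low Mg2+ inducing control and 100% = high Mg2+ repressing control; strong numbers were not always called active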
Siah-1 displacement: blockers of Siah-1 interaction with plectin peptide – biochemical, fluorescence polarization, rhodamine-plectin, uHTS, primary screen (AID 1817); Siah-1 / rhodamine-plectin peptide fluorescence polarization; higher % means a stronger effect; displacement, % at 20 µM; hits with a dose series show IC50 in µM; 290,000 compounds, 0.02% hits;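 active = displacement of at least 50% at 20 µM, with a fluorescence ratio check between 0.3 and a set limit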;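 also: plate controls were Siah plus tracer with DMSO for no effect and tracer alone without Siah for full effect; strong numbers were not always called active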
NTR1 ag cell count 20 µM: second read-out of NTR1 ag, no call of its own (marks repeat the call); cell count; measured here: cell count, cytotoxicity flag
Myeloid diff 2 GFP+ MAC1+ %: second read-out of Myeloid diff 2, no call of its own (marks repeat the call); GFP+ MAC1+ double positive, %; measured here: differentiation confirmed by MAC1 staining
The depositor's hits bear a star. Compounds were not picked by outcome; any-hit rate near 2.4%.

For COC(=O)c1ccc(C2/C(=C(\O)c3cccc(OC)c3)C(=O)C(=O)N2CCCN2CCOCC2)cc1 (centres undefined) the results were Myeloid diff 2 inactive, HIV fusion peptide -0.1%, GPR35 antagonists 2%, LYP phosphatase -3%, NTR1 ag -0.3, Rac1 GTP hydrolysis -4%, GPR55 LPI antagonism -5%, Salmonella PhoP GFP -2%, Siah-1 displacement 0%, NTR1 ag cell count 20 µM 52 and Myeloid diff 2 GFP+ MAC1+ % 0.6.
For O=C(CSc1nccn1-c1ccc(Cl)cc1)NCc1ccc2c(c1)OCO2 the results were Myeloid diff 2 inactive, HIV fusion peptide 1.8%, GPR35 antagonists 1%, LYP phosphatase -7%, NTR1 ag 3.4, Rac1 GTP hydrolysis 4%, GPR55 LPI antagonism 8%, Salmonella PhoP GFP 12%, Siah-1 displacement 2%, NTR1 ag cell count 20 µM 68 and Myeloid diff 2 GFP+ MAC1+ % 2.2.
Screening O=C(Cn1cncn1)N/N=C/c1c2ccccc2cc2ccccc12 returned Myeloid diff 2 inactive, HIV fusion peptide 0.6%, GPR35 antagonists 3%, LYP phosphatase 0%, NTR1 ag -0.4, Rac1 GTP hydrolysis 1%, GPR55 LPI antagonism 5%, Salmonella PhoP GFP -4%, Siah-1 displacement -4%, NTR1 ag cell count 20 µM 69 and Myeloid diff 2 GFP+ MAC1+ % 1.1.
Nc1nc(SCC(=O)N2CCCCC2)[nH]c(=O)c1NC(=O)c1cccs1 was read as Myeloid diff 2 inactive, HIV fusion peptide -0.8%, GPR35 antagonists -8%, LYP phosphatase -3%, NTR1 ag 0.6, Rac1 GTP hydrolysis -1%, GPR55 LPI antagonism 8%, Salmonella PhoP GFP -8%, Siah-1 displacement -3%, NTR1 ag cell count 20 µM 65 and Myeloid diff 2 GFP+ MAC1+ % 0.7.
Screening CCOC(=O)N1CCN(Cc2nc(N)nc(Nc3ccccc3C)n2)CC1 returned Myeloid diff 2 inactive, HIV fusion peptide -0.8%, GPR35 antagonists -5%, LYP phosphatase -4%, NTR1 ag 0.0, Rac1 GTP hydrolysis -4%, GPR55 LPI antagonism 9%, Salmonella PhoP GFP 14%, Siah-1 displacement 2%, NTR1 ag cell count 20 µM 52 and Myeloid diff 2 GFP+ MAC1+ % 3.2.
Screening CCOC(=O)C(C)n1cnc2c(nnn2-c2ccc(OC)cc2)c1=O (centres undefined) returned Myeloid diff 2 inactive, HIV fusion peptide -0.8%, GPR35 antagonists 3%, LYP phosphatase -6%, NTR1 ag -1.6, Rac1 GTP hydrolysis 3%, GPR55 LPI antagonism -10%, Salmonella PhoP GFP 8%, Siah-1 displacement 0%, NTR1 ag cell count 20 µM 71 and Myeloid diff 2 GFP+ MAC1+ % 2.5.
For CC(=O)Nc1c2c(nn1-c1ccc(C)cc1)CS(=O)(=O)C2 the results were Myeloid diff 2 inactive, HIV fusion peptide -1.6%, GPR35 antagonists -16%, LYP phosphatase -8%, NTR1 ag -1.3, Rac1 GTP hydrolysis 9%, GPR55 LPI antagonism -2%, Salmonella PhoP GFP 6%, Siah-1 displacement -3%, NTR1 ag cell count 20 µM 96 and Myeloid diff 2 GFP+ MAC1+ % 0.5.
Screening CC(NC(=O)c1cccc(F)c1)C(c1cccs1)N1CCN(C)CC1 (centres undefined) returned Myeloid diff 2 inactive, HIV fusion peptide -3.1%, GPR35 antagonists -8%, LYP phosphatase -13%, NTR1 ag -1.8, Rac1 GTP hydrolysis 5%, GPR55 LPI antagonism -3%, Salmonella PhoP GFP -2%, Siah-1 displacement -5%, NTR1 ag cell count 20 µM 88 and Myeloid diff 2 GFP+ MAC1+ % 0.4.
Screening CC(NCc1cccn1C)c1ccccc1 (centres undefined) returned Myeloid diff 2 inactive, HIV fusion peptide -0.7%, GPR35 antagonists 2%, LYP phosphatase -4%, NTR1 ag 1.6, Rac1 GTP hydrolysis 6%, GPR55 LPI antagonism 2%, Salmonella PhoP GFP 11%, Siah-1 displacement -4%, NTR1 ag cell count 20 µM 56 and Myeloid diff 2 GFP+ MAC1+ % 7.0.
O=C(Nc1cccc(C(=O)O)c1)/C(=C\c1ccccc1)NC(=O)c1ccccc1Cl was read as Myeloid diff 2 inactive, HIV fusion peptide -1.6%, GPR35 antagonists -2%, LYP phosphatase 6%, NTR1 ag 0.4, Rac1 GTP hydrolysis -3%, GPR55 LPI antagonism 10%, Salmonella PhoP GFP -2%, Siah-1 displacement 3%, NTR1 ag cell count 20 µM 48 and Myeloid diff 2 GFP+ MAC1+ % 5.0.
C[C@]1(OC(=O)/C=C/c2ccccc2)C[C@@H](O)[C@]2(O)C=CO[C@@H](O[C@@H]3O[C@H](CO)[C@@H](O)[C@H](O)[C@H]3O)[C@@H]21 was read as Myeloid diff 2 inactive, NTR1 ag 3.2, Rac1 GTP hydrolysis 13%, Salmonella PhoP GFP -11%, NTR1 ag cell count 20 µM 67 and Myeloid diff 2 GFP+ MAC1+ % 1.9.
Screening CC1CCN(C(=O)Cn2ncc3c([nH]c4ccccc43)c2=O)CC1 returned Myeloid diff 2 inactive, HIV fusion peptide 0.3%, GPR35 antagonists 18%, LYP phosphatase -2%, NTR1 ag 0.1, Rac1 GTP hydrolysis 6%, GPR55 LPI antagonism 4%, Salmonella PhoP GFP -4%, Siah-1 displacement 0%, NTR1 ag cell count 20 µM 57 and Myeloid diff 2 GFP+ MAC1+ % 1.9.
`Cc1cc(C)n(-c2ccc(C(=O)Nc3cc(C(F)(F)F)ccc3N3CCOCC3)cc2)n1` gave Myeloid diff 2 inactive, HIV fusion peptide -0.9%, GPR35 antagonists 3%, LYP phosphatase -5%, NTR1 ag 7.0, Rac1 GTP hydrolysis 14%, GPR55 LPI antagonism 12%, Salmonella PhoP GFP -3%, Siah-1 displacement 3%, NTR1 ag cell count 20 µM 38 and Myeloid diff 2 GFP+ MAC1+ % 0.8.
Screening CCOC(=O)C1C(=O)C=C(c2ccc(NS(C)(=O)=O)cc2)CC1c1ccco1 (centres undefined) returned Myeloid diff 2 inactive, HIV fusion peptide 0.8%, GPR35 antagonists 27%, LYP phosphatase -5%, NTR1 ag 1.6, Rac1 GTP hydrolysis 3%, GPR55 LPI antagonism 1%, Salmonella PhoP GFP -5%, Siah-1 displacement -6%, NTR1 ag cell count 20 µM 50 and Myeloid diff 2 GFP+ MAC1+ % 1.0.
Screening CC1(C)CC2CC(C)(CN2C(=O)COC(=O)c2n[nH]c(=O)c3ccccc23)C1 (centres undefined) returned Myeloid diff 2 inactive, HIV fusion peptide 3.9%, GPR35 antagonists 3%, LYP phosphatase 4%, NTR1 ag -0.1, Rac1 GTP hydrolysis 2%, GPR55 LPI antagonism 10%, Salmonella PhoP GFP 32%, Siah-1 displacement -2%, NTR1 ag cell count 20 µM 47 and Myeloid diff 2 GFP+ MAC1+ % 1.1.
`Cc1cc(NC(=O)C(=O)c2c(C)[nH]c3ccccc23)no1` gave Myeloid diff 2 inactive, HIV fusion peptide -1.0%, GPR35 antagonists -9%, LYP phosphatase -3%, NTR1 ag -1.5, Rac1 GTP hydrolysis 2%, GPR55 LPI antagonism -6%, Salmonella PhoP GFP 3%, Siah-1 displacement 21%, NTR1 ag cell count 20 µM 68 and Myeloid diff 2 GFP+ MAC1+ % 0.5.
COc1ccc(C(C(=O)NC2CCCCC2)N(C(=O)Cc2c[nH]c3ccccc23)c2ccccc2)cc1OC (centres undefined) was read as Myeloid diff 2 inactive, HIV fusion peptide -0.8%, GPR35 antagonists -10%, LYP phosphatase 2%, NTR1 ag 1.1, Rac1 GTP hydrolysis 1%, GPR55 LPI antagonism 2%, Salmonella PhoP GFP -1%, Siah-1 displacement 5%, NTR1 ag cell count 20 µM 71 and Myeloid diff 2 GFP+ MAC1+ % 0.8.
Screening COc1ccccc1N1CCN(C(=O)c2c(-c3c(F)cccc3Cl)noc2C)CC1 returned Myeloid diff 2 inactive, HIV fusion peptide -0.8%, GPR35 antagonists -5%, LYP phosphatase -6%, NTR1 ag 0.0, Rac1 GTP hydrolysis 0%, GPR55 LPI antagonism 0%, Siah-1 displacement -2%, NTR1 ag cell count 20 µM 52 and Myeloid diff 2 GFP+ MAC1+ % 0.6.
`CCCn1nc(NC(=O)C(C)(C)C)c2cc3cc(OC)ccc3nc21` gave Myeloid diff 2 inactive, HIV fusion peptide -0.3%, GPR35 antagonists 2%, LYP phosphatase -4%, NTR1 ag -0.6, GPR55 LPI antagonism -4%, Salmonella PhoP GFP 5%, Siah-1 displacement -2%, NTR1 ag cell count 20 µM 87 and Myeloid diff 2 GFP+ MAC1+ % 1.1.
`COCCCN(C(=O)c1ccccc1F)c1nc(-c2ccc(OC)cc2)cs1` gave Myeloid diff 2 inactive, HIV fusion peptide 4.3%, GPR35 antagonists 3%, LYP phosphatase 2%, NTR1 ag 0.2, Rac1 GTP hydrolysis 7%, GPR55 LPI antagonism 24%, Salmonella PhoP GFP -14%, Siah-1 displacement 0%, NTR1 ag cell count 20 µM 56 and Myeloid diff 2 GFP+ MAC1+ % 0.1.
`CC(NC(=O)/C=C/c1ccco1)c1nc2ccccc2n1Cc1c(Cl)cccc1Cl` (centres undefined) gave Myeloid diff 2 inactive, HIV fusion peptide 11%, GPR35 antagonists -5%, LYP phosphatase 4%, NTR1 ag 8.6, Rac1 GTP hydrolysis 12%, GPR55 LPI antagonism -2%, Salmonella PhoP GFP -12%, Siah-1 displacement -2%, NTR1 ag cell count 20 µM 40 and Myeloid diff 2 GFP+ MAC1+ % 0.3.
COc1ccc([N+](=O)[O-])cc1N1C(=O)c2cccc3cccc(c23)C1=O was read as Myeloid diff 2 inactive, HIV fusion peptide -0.7%, GPR35 antagonists -4%, LYP phosphatase 0%, NTR1 ag -0.4, Rac1 GTP hydrolysis 7%, GPR55 LPI antagonism 15%, Salmonella PhoP GFP -14%, Siah-1 displacement -13%, NTR1 ag cell count 20 µM 48 and Myeloid diff 2 GFP+ MAC1+ % 0.6.
For Cc1ccc(CN(C)C(=O)c2cccc(S(=O)(=O)N3CCN(Cc4ccccc4)CC3)c2)o1 the results were Myeloid diff 2 inactive, NTR1 ag 4.2, Rac1 GTP hydrolysis 6%, Salmonella PhoP GFP 0%, NTR1 ag cell count 20 µM 74 and Myeloid diff 2 GFP+ MAC1+ % 0.3.
